Assay outcomes deposited in PubChem by National Center for Advancing Translational Sciences (NCATS).
ATXN2 expr inh – inhibitors of ATXN2 expression. HEK-293 ATXN2-luciferase reporter, luminescence, 24 h. Potency, µM (series often up to 57 µM), for the others: at the top dose activity change, negative = inhibition, usual class: inhibitors. 360,000 compounds, 0.72% hits. AID 1745845; further: potency means the concentration at half of the fitted maximal effect; on the % scale 0 is the no-effect control and ±100 the full control effect; nearly all actives have a fitted effect of over 55% in size
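qHTS (up to 57 uM final) was run with 24 h compound exposure of reporter cells at 37 °C. Each well was multiplexed: SteadyGlo luminescence measured ATXN2-luciferase expression after a fluorogenic Gly-Phe-AFC viability readout (25 uM final).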
SW480 rereplic – DNA re-replication induction in SW480 cells; SW480 DNA re-replication, Hoechst DNA content imaging, 48 h; Potency, µM (highest dose often 46.1 µM), without a hit: at the highest dose re-replication activation, actives largely listed as activators; 340,000 compounds, 1.8% hits; AID 624297; further: potency means the concentration at half of the fitted maximal effect; % of control where 0% means no effect; nearly all actives have a fitted effect of over 55% in size
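Readout is total intensity of Hoechst-stained nuclei, excited at 405 nm and collected at 500-530 nm. Compound treatment lasted 48 hr at 37 C in 5% CO2 before staining.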
IL-1B inflam inh – inhibitors of inflammasome signaling (IL-1 beta secretion) | THP-1 LPS/ATP IL-1B secretion, AlphaLISA, 16 h; stronger effect = lower value | activity change, % at 57.5 µM | 360,000 compounds, 4.7% hits; in the data active means activity change below about -50%; inconclusive means mostly about -30% to -49%; further: on the % scale 0 is the no-effect control and ±100 the full control effect
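THP-1 cells pretreated 1 hr with compounds (up to 57.5 uM final), then stimulated with LPS (250 ng/mL final) plus ATP (1.25 mM final); secreted IL-1B measured by AlphaLISA after 16 hr, decreased signal indicating inhibition.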
HT1080 IDH1KD tx – kills HT-1080 cells with IDH1 knockdown; HT-1080 IDH1 knockdown viability, ATP luminescence, 48 h; Potency, µM (titrated, usually from 46.1 µM), for the others: at the highest dose activity, negative = toxicity, hits mostly cytotoxic; 360,000 compounds, 2% hits;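 further: potency means the concentration at half of the fitted maximal effect; 0% = DMSO wells and -100% = cell-free medium wells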
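Knockdown cells (IDH1KD HT-1080) received compounds 2 h after plating at 750 cells/well and were kept 48 h at 37 °C in 5% FBS RPMI. A CellTiter-Glo luminescence read gave % activity for curve fitting.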
HT1080NT lethal – kills 2HG-producing HT-1080-NT fibrosarcoma cells; HT-1080-NT fibrosarcoma viability, CellTiter-Glo ATP luminescence, 48 h; Potency, µM (titrated, usually from 46.1 µM), for inactives: at the highest dose activity, negative = less viability, most hits filed as cytotoxic; 360,000 compounds, 1.6% hits;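 further: NT is the 2HG producing partner of a matched IDH1 knockdown line; potency means the concentration at half of the fitted maximal effect; 0% = DMSO-treated cells and -100% = media-only wells without cells; nearly all actives have a fitted effect of over 55% in size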
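Fibrosarcoma NT cells, 750 per well in 5% FBS RPMI, were exposed to compound for 48 hours. Viability: CellTiter-Glo luminescence.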
ATXN viability – viability counter-screen for ATXN expression inhibitors; S2 cells (HEK-293 line with an ATXN2-luciferase reporter) viability, CellTiter-Fluor protease fluorescence, 24 h; Potency, µM (top dose mostly 56.7 µM), actives largely listed as cytotoxic; 400,000 compounds, 0.49% hits; AID 651635; further: potency means the concentration at half of the fitted maximal effect; nearly all actives have a fitted effect of over 40% in size
KB-3-1 tox – kills parental KB-3-1 adenocarcinoma cells; 400,000 compounds, 1.4% hits; KB-3-1 viability, CellTiter-Glo ATP luminescence, 72 h; AID 1347075; Potency, µM (series often up to 46.1 µM), for the others: at the top dose activity change, negative = cytotoxic, usual class: cytotoxic; further: potency means the concentration at half of the fitted maximal effect; on the % scale 0 is the no-effect control and ±100 the full control effect; nearly all actives have a fitted effect of over 60% in size
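Viability of parental KB-3-1 cells, measured by CellTiter-Glo luminescence, followed a 72 h incubation at 37 °C with pinned compounds in phenol-red-free DMEM containing 10% FBS.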
KB-V1 MDR tox – KB-V1 MDR subline cytotoxicity | KB-V1 MDR cells viability, CellTiter-Glo, 72 h | Potency, µM (titrated, usually from 46.1 µM), for the others: top-dose activity change, negative = cytotoxicity, most hits filed as cytotoxic | 400,000 compounds, 3.4% hits | AID 1347076; further: potency means the concentration at half of the fitted maximal effect; on the % scale 0 is the no-effect control and ±100 the full control effect; nearly all actives have a fitted effect of over 60% in size
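Luminescent ATP read-out (CellTiter-Glo, 10 min) measures survival of drug-selected KB-V1 MDR cells after 72 h, 37 degrees C compound exposure. Medium: phenol-red-free DMEM, 10% FBS. Values from fitted concentration-response curves.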
MCF10A rereplic – inducers of DNA re-replication in MCF 10A breast cells; Potency, µM (series often up to 46.1 µM), without a hit: top-dose activity, positive = re-replication, hits mostly activators; MCF 10A DNA re-replication, Hoechst nuclear intensity, 48 h; 350,000 compounds, 2.9% hits; AID 624296; further: potency means the concentration at half of the fitted maximal effect; % of control where 0% means no effect; nearly all actives have a fitted effect of over 50% in size
* = called active by the depositor; i = inactive; u = inconclusive; x = not tested or not shown; & = joins results of further samples; [ ] = another dose, or the depositor's remark. Unless noted, the call rests on the fitted dose curve; in most records, active means well fitted curve in the direction sought with a large enough effect; inconclusive means small, poorly fitted or top-dose-only effect, or another doubt; inactive means no such curve, though single readings can be large; an effect the other way counts as inactive or inconclusive. Compounds as they come. About 11% of those tested had a hit in this group.

Order of results – ATXN2 expr inh | SW480 rereplic | IL-1B inflam inh | HT1080 IDH1KD tx | HT1080NT lethal | ATXN viability | KB-3-1 tox | KB-V1 MDR tox | MCF10A rereplic
- CCOCCCNC(=O)CCCn1nc(C)n2c(cc3sccc32)c1=O
 : -22% | 4% | -22 | 4% | -1% | u | 10% | 6% | -1%
- CCOc1ccc(Nc2ccc(C(=O)O)cc2[N+](=O)[O-])cc1
 : 8% | 0% | 0 | 0% | 5% | i | 2% | 17% | -3%
- CNC(=O)C1CCN(S(=O)(=O)c2c(C)noc2/C=C/c2ccc(C)cc2)CC1
 : 7% | -22% | 2 | 3% | -2% | i | 1% | 1% | 0%
- COCCn1nnnc1C(c1ccccc1OC)N1CCN(c2ccccc2F)CC1 (stereo unspecified)
 : -13% | -3% | -11 | 8% | 3% | i | -1% | -22% | 2%
- CC(C)(C)c1cc(-c2n[nH]c(=S)n2-c2ccccc2F)n[nH]1
 : 42%[activator] | 12% | 20 | 8% | 14% | i | 7% | 3% | 0%
- Cc1nnsc1C(=O)N1CCCC(Nc2ccc(C(C)C)cc2)C1 (stereo unspecified)
 : -15% | 4% | 51 | -8% | 0% | i | -6% | -14% | 3%
- O=C(Nc1ccc2c(c1)OCO2)C1CC(=O)N(c2cccc(Cl)c2)C1 (stereo unspecified)
 : 9% | 2% | -8 | -18% | -3% | i | 1% | -12% | -3%
- COC(=O)Cn1c(=O)c2c(n(Cc3ccccc3)c1=O)N/C(=C/c1ccc(Br)cc1)C2=O
 : x | u | -1 | -13% | -4% | i | u | u | 4.6µM*
- Cc1c(OCC(=O)N[C@@H](Cc2c[nH]c3ccccc23)C(=O)O)ccc2c1oc(=O)c1ccccc12
 : 7% | -120% | 13 | 10% | 4% | i | 0% | 2% | 0%
- O=C(NCC1CCCO1)C1CCCN1C(=O)NC1CCCCC1 (stereo unspecified)
 : 0% | -2% | 5 | 5% | 1% | i | u | 0% | 0%
- CCC(C)[C@H](NC(=O)N1CCC(C)CC1)C(=O)O (stereo partly specified)
 : 5% | 1% | 0 | 19% | 30% | i | 12% | 0% | 2%
- O=C(CC(NC(=O)c1ccccc1Cl)c1ccccc1)Nc1ccc2c(c1)OCO2 (stereo unspecified)
 : 10% | 0% | -23 | -8% | 4% | i | 14% | -3% | -3%
- CC(C)(C)OC(=O)N1CCC(c2c(C(=O)N3CCN(c4ccccn4)CC3)cnn2-c2ccc(F)cc2)CC1
 : 5% | x | x | x | x | i | 12% | -17% | x
- O=C(NCC1CCCO1)c1nn2cccnc2c1Cl (stereo unspecified)
 : 23% | -7% | -9 | 12% | 10% | i | 6% | 34% | -2%
- Cc1cc(C)cc(N(CC(=O)Nc2ccc(Br)cc2)S(=O)(=O)c2c(C)[nH]c(=O)[nH]c2=O)c1
 : x | -7% | 4 | -1% | 2% | i | 0% | 15% | -3%

Next part (5 carried over from the part before).
Order of results – ATXN2 expr inh | SW480 rereplic | IL-1B inflam inh | HT1080 IDH1KD tx | HT1080NT lethal | ATXN viability | KB-3-1 tox | KB-V1 MDR tox | MCF10A rereplic
- CCC(C)[C@H](NC(=O)N1CCC(C)CC1)C(=O)O (stereo partly specified)
 : 5% | 1% | 0 | 19% | 30% | i | 12% | 0% | 2%
- O=C(CC(NC(=O)c1ccccc1Cl)c1ccccc1)Nc1ccc2c(c1)OCO2 (stereo unspecified)
 : 10% | 0% | -23 | -8% | 4% | i | 14% | -3% | -3%
- CC(C)(C)OC(=O)N1CCC(c2c(C(=O)N3CCN(c4ccccn4)CC3)cnn2-c2ccc(F)cc2)CC1
 : 5% | x | x | x | x | i | 12% | -17% | x
- O=C(NCC1CCCO1)c1nn2cccnc2c1Cl (stereo unspecified)
 : 23% | -7% | -9 | 12% | 10% | i | 6% | 34% | -2%
- Cc1cc(C)cc(N(CC(=O)Nc2ccc(Br)cc2)S(=O)(=O)c2c(C)[nH]c(=O)[nH]c2=O)c1
 : x | -7% | 4 | -1% | 2% | i | 0% | 15% | -3%
- Oc1[nH]c2ccccc2c1C=Nc1ccc2c(c1)OCCO2
 : 59%[activator] | -6% | -90* | 5% | -1% | u | -28% | 16µM* | u
- CCCCNc1nc(=S)[nH]c2cc(OC)c(OC)cc12
 : 5% | -5% | 11 | 1% | 3% | i | 2% | u | 1%
- O=C(/C=C/c1cccc2ccccc12)c1ccncc1
 : u | u | -82* | u | u | i | 2.9µM* | 2.6µM* | 12µM*
- Cc1c(C)n(Cc2ccccc2)c2ncnc(NCCCN(C)C)c12
 : -6% | 13% | 0 | -20% | -4% | i | -10% | 3% | u
- CC(Sc1nc2ccccc2[nH]1)C(=O)NC1CCCCC1C (stereo unspecified)
 : -12% | -4% | -4 | -19% | -14% | i | -17% | u | 3%
- COc1ccc(OCC(=O)NC(=O)c2ccccc2OC)c([N+](=O)[O-])c1
 : 4% | -98%[inhibitor] | 26 | 4% | 6% | i | 12% | 22% | -22%
- O=C(CC1SC(N2CCCCC2)=NC1=O)Nc1ccc(C(=O)O)cc1 (stereo unspecified)
 : x | -14% | 18 | 4% | 7% | i | 9% | 30% | 1%
- C/C=C/c1ccccc1OCc1ccc(C(=O)OC)o1
 : 20% | -12% | 28 | 16% | 13% | i | 16% | -2% | -1%
- CCOc1ccc(NC(=O)CN(C)CC(=O)Nc2ccccc2SC)cc1OCC
 : -10% | 3% | -5 | -3% | 0% | i | 2% | 3.7µM* | 1%
- CC(=O)Nc1ccc(S(=O)(=O)NCCS(=O)(=O)N2CCN(c3ccccc3F)CC2)cc1
 : -11%&-11% | 28% | 23 | -1% | -4% | i | -9%&1% | 2%&6% | 7%
- CNC(=O)CSCc1c(Cl)cccc1Cl
 : 2% | -4% | 10 | 6% | 9% | i | -5% | -6% | -4%
- Cc1ccc(CNC(=O)Cn2ncc3c([nH]c4ccc(C)cc43)c2=O)cc1
 : 7% | x | x | x | x | i | -7% | 11% | x
- Cc1ccc(C)c(NC(=O)CSc2c(C)n[nH]c2C)c1
 : -3% | -11% | 16 | 13% | 10% | i | 26% | -10% | -2%
- CC(=O)Nc1cc(-c2ccncc2)cn2c(-c3ccccc3)cnc12
 : 10% | x | -9 | 14% | 24% | i | 0% | 6% | x
- O=C(CCc1ccccc1)NNC(=O)c1ccncc1
 : x | 2% | 12 | 1% | 11% | i | 3% | u | -3%
- CN(C)c1ccc(/C=C(\C#N)C(=O)OCC(=O)N(C)C2CCS(=O)(=O)C2)cc1 (stereo unspecified)
 : 32% | -2% | -15 | 0% | 7% | i | 4% | -5% | 3%
- COc1cc(C2c3c(n[nH]c3C)C(=O)N2c2ccc(C)cc2)ccc1O (stereo unspecified)
 : -14% | -6% | -13 | u | u | i | u | u | u
- COCc1nnc(NC(=O)CCc2ccccc2)s1
 : 2% | -16% | 1 | 2% | 5% | i | -2% | -16% | -1%
- CC(=O)c1ccc(NC(=O)C(C)OC(=O)COc2ccc(C#N)cc2)cc1 (stereo unspecified)
 : -3% | x | -9 | 19% | 28% | i | -9% | -2% | -6%
- C=CCn1c(COC)nnc1SCC(=O)c1ccc(F)cc1
 : 0% | 16% | -6 | -17% | 12% | i | 6% | 1% | 10%
- O=C(COC(=O)c1ccc(S(=O)(=O)N2CCc3ccccc3C2)cc1)NC1CCS(=O)(=O)C1 (stereo unspecified)
 : -21% | 1% | 27 | 8% | 7% | i | 10% | 15% | -4%
- Cc1ccc(Cl)cc1-n1nnc(-c2nsc(NC(=O)c3ccccc3Cl)n2)c1C
 : 2% | x | x | x | x | i | -18% | 6% | x
- COc1cc(C2c3sc(=O)[nH]c3SC3C4CCC(C4)C23)ccc1O (stereo unspecified)
 : -2% | -8% | 38 | 0% | 2% | i | 7% | u | u
- Cc1[nH]n(C(N)=S)c(=O)c1N=Nc1cccc(Cl)c1
 : 37%[activator] | -17% | -3 | -6% | -14% | i | -7% | -2% | u
- COc1ccc(/C=C/C(=O)Nc2ccc(C)cc2)cc1
 : 9% | x | x | x | x | i | -7% | -12% | x
- CCN(CC)S(=O)(=O)c1ccc(O)c(C(=O)OCC(=O)NC2CCCC2)c1
 : 0% | -7% | 42 | 13% | 13% | i | -15% | u | -3%
- COCCCNC(=O)CCN1C(=O)COc2ccccc21
 : -8% | u | -8 | -4% | 5% | i | 4% | 8% | u
- CCCCc1ccc(NC(=O)CC(C)(C)C)cc1
 : 55%[activator] | -696%[inhibitor] | -76* | -29% | u | i | u | 15% | u
- CCOC(=O)C1Nc2ccccc2C2C(O)C(O)CC12 (stereo unspecified)
 : -34% | u | 27 | u | u | u | -19% | -6% | 19%
- Cc1ccc2nsnc2c1NC(=O)c1ccc([N+](=O)[O-])cc1
 : -29%[11.3 µM] | 3% | 48 | u | u | i | -6% | u | -12%

Remaining list, next part
Compound	ATXN2 expr inh	SW480 rereplic	IL-1B inflam inh	HT1080 IDH1KD tx	HT1080NT lethal	ATXN viability	KB-3-1 tox	KB-V1 MDR tox	MCF10A rereplic
CCCCn1nnnc1SCC(=O)N(CC)CC	-8%	-4%	15	-1%	8%	i	-4%	8%	-2%
COc1ccc(CN2CCNC(=O)C2CC(=O)N2CCCN(C(C)=O)CC2)c(OC)c1 (stereo unspecified)	2%	-6%	-1	14%	10%	i	16%	-2%	-2%
O=C(CNC(=O)c1ccccc1)OCC(=O)c1ccc(Cl)s1	-6%	11%	1	-1%	-1%	i	6%	u	-2%
O=C(COc1ccc(Cl)cc1Cl)Nc1cccc(-c2ccc(N3CCOCC3)nn2)c1	23%	-3%	-15	-5%	-1%	i	-9%	-22%	2%
